FUS suppressor – rescues growth of FUS-expressing yeast | S. cerevisiae FUS-expressing, growth rescue, OD600, 24 h | Potency, µM (highest dose often 76.6 µM), for inactives: at the top dose growth rescue (activation), most hits filed as activators | 0.24% of 390,000 active | AID 1347120;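 further: plate controls were DMSO vehicle for no effect and reference control for full effect; nearly all actives have a fitted effect of over 55% in size; some results filed as inactive show a strong effect at the top dose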
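Cultures pregrown in 2.5% raffinose medium are shifted to minimal medium containing 2% galactose to express toxic FUS. Compounds are tested at several concentrations. After 24hr at 30C, growth is quantified at 600 nm absorbance.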
PTHR1 agonist – activates the human parathyroid hormone receptor PTHR1 | Potency, µM (doses to about 115 µM), without a hit: at the top dose activation, usual class: activators | AID 743266 | HEK293 GP2 PTHR1 cells, GloSensor cAMP luminescence, 1 h | Q03431 | 0.075% of 410,000 active; further: nearly all actives have a fitted effect of over 55% in size; some results filed as inactive show a strong effect at the top dose; inactives centre near -15; many of its hits are not listed in these tables
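HEK-293-derived GP2 cells expressing PTHR1 and a GloSensor cAMP reporter, 3,000/well, plated overnight, given luciferin plus IBMX (each 0.5 mM as added) for 1 h at 37 °C, then compound for 1 h at 37 °C. Luminescence was read after 15 min at room temperature.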
EPAC2 antagonist – blocks human EPAC2 exchange factor; 0.18% of 360,000 active; Q8WZA2; EPAC2 GEF exchange of Rap1B-BODIPY-GDP, fluorescence; Potency, µM (series often up to 114 µM), for inactives: at the highest dose activity, negative = inhibition, usual class: inhibitors; AID 720708; further: on the % scale 0 is the no-effect control and ±100 the full control effect; nearly all actives have a fitted effect of over 45% in size; many of its hits are not listed in these tables
Target sequence (Q8WZA2 whole entry, looked up): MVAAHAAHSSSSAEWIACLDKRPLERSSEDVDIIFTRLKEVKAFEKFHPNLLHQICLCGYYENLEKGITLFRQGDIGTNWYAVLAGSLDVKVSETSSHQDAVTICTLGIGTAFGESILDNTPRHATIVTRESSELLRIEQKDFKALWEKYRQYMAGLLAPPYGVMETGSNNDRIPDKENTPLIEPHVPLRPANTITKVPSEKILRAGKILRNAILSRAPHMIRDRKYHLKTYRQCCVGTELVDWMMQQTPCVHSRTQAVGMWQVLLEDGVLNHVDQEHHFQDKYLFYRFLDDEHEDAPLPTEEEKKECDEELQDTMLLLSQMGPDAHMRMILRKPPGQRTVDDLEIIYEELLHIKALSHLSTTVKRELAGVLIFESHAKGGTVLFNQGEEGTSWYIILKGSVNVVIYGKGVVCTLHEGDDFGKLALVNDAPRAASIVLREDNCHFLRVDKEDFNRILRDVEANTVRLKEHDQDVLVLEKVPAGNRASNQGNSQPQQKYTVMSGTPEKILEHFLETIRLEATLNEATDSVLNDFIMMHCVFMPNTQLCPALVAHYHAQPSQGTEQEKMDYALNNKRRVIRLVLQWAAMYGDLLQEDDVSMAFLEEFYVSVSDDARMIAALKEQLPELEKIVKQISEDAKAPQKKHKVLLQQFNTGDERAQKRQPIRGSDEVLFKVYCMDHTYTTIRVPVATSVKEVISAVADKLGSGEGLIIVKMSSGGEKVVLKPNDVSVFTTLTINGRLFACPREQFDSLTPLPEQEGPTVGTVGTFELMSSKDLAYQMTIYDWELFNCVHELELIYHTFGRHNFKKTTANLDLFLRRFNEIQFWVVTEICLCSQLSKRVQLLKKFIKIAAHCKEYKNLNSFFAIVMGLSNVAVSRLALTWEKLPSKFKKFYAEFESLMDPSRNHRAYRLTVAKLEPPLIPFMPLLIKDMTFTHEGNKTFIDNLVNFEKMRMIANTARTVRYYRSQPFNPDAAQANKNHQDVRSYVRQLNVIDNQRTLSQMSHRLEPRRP
TDP43 rescue – rescues yeast growth from TDP-43 toxicity | TDP-43 expressing yeast growth rescue, BacTiter-Glo, 24 h | Potency, µM (titrated, usually from 46.1 µM), for inactives: top-dose growth rescue (activation), usual class: activators | 1.8% of 410,000 active; further: % of control where 0% means no effect; nearly all actives have a fitted effect of over 50% in size
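Yeast cells expressing TDP-43 under galactose induction are exposed to compounds for 24 hr at 30 deg C. BacTiter-Glo luminescence measures growth, so protective compounds score as activators.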
EPAC2 agonist – agonists of human EPAC2 (RAPGEF4); Q8WZA2; EPAC2 activation, biochemical qHTS; response scale: 100% = 6.5 mM cAMP response; Potency, µM (titrated, usually from 154 µM), without a hit: at the highest dose activation, most hits filed as activators; 0.079% of 360,000 active; AID 720711; further: nearly all actives have a fitted effect of over 50% in size
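Nucleotide exchange monitored as fluorescence drop when BODIPY-GDP leaves Rap1B. Reaction: 100 nM EPAC2, 250 nM RAP1B-BODIPY-GDP, 50 uM GDP, room temperature, kinetic read over 30 min. Activity expressed relative to 6.5 mM cAMP.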
EPAC1 agonist – activates human EPAC1 exchange factor; O95398; EPAC1 agonist qHTS, biochemical assay; response scale: 100% = response to 6.5 mM cAMP; Potency, µM (titrated, usually from 154 µM), for inactives: at the highest dose activation, usual class: activators; 0.073% of 360,000 active; further: nearly all actives have a fitted effect of over 60% in size
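Read-out is the fluorescence drop as BODIPY-GDP leaves Rap1B (480 nm excitation, 540 nm emission), recorded every 5 minutes over 30 minutes. Reactions held 100 nM EPAC1, 250 nM Rap1B–BODIPY-GDP and 50 uM GDP, with 6.5 mM cAMP setting full activation.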
aSyn yeast inh – inhibitors of alpha-synuclein toxicity in yeast. Yeast expressing alpha-synuclein, growth rescue, BacTiter-Glo, 24 h. Potency, µM (titrated, usually from 46.1 µM), for the others: at the top dose growth rescue (activation), hits mostly activators. 0.14% of 370,000 active. AID 652106; further: % of control where 0% means no effect; nearly all actives have a fitted effect of over 65% in size
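Screening used galactose-induced yeast with toxic alpha-synuclein levels, exposed to compound for 24 hr at 30 deg C. Cell growth, read with BacTiter-Glo luminescence, gave the measured signal.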
EPAC1 antagonist – EPAC1 (human) antagonism; 0.14% of 360,000 active; EPAC1 GEF assay, Rap1b-BODIPY-GDP exchange fluorescence; Potency, µM (series often up to 115 µM), for the others: top-dose activity change, negative = inhibition, most hits filed as inhibitors;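 further: plate controls were vehicle for no effect and positive control for full effect; nearly all actives have a fitted effect of over 50% in size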
* = called active by the depositor; i = inactive; ? = inconclusive; nt = not tested or not shown; & = joins results of further samples; [ ] = dose if it differs, or a comment. The call rests on the fitted dose curve; in most records, active means well fitted curve in the direction sought with a large enough effect; inconclusive means small, poorly fitted or top-dose-only effect, or another doubt; inactive means no such curve, though single readings can be large; an effect the other way counts as inactive or inconclusive. Potency means the concentration at half of the fitted maximal effect. The list is partial; rates above refer to the full screens.

SMILES	FUS suppressor	PTHR1 agonist	EPAC2 antagonist	TDP43 rescue	EPAC2 agonist	EPAC1 agonist	aSyn yeast inh	EPAC1 antagonist
Cc1cc(C(=O)COC(=O)c2ccccc2O)c(C)n1CC1CCCO1 (configuration not stated)	24%	-34%[inhibitor]	-11%	28%	20%	8%	-4%	-2%
Cc1ccc(NC(=O)c2cc(=O)[nH]c3ccccc23)cc1	15%	-10%	3%	4%	8%	-3%	-9%	-15%
O=C(Nc1cccnc1)c1ccccc1-c1nc(-c2ccccc2F)no1	25%	-18%[57.5 µM]	4%	0%	2%	4%	2%	-1%
COc1ccc(S(=O)(=O)N(CCc2ccccc2)CC(N)=O)cc1	-2%	-16%	1%	-13%[9.22 µM]	14%	18%	1%	12%
N#C[C@H]1C(O)C(O)c2ccccc2N1C(=O)c1ccccc1 (some centres not stated)	-10%	-26%	-3%	0%	2%	-21%	-1%	4%
CCOC(=O)N1CCC(NC(=O)CS(=O)(=O)Cc2nc(-c3ccccc3C)oc2C)CC1	8%	-54%[inhibitor]	-5%	3%	0%	7%	?	-27%
CCCC(=O)N(c1ccc2oc3c(c2c1)CCCC3)S(=O)(=O)c1cc(C)ccc1C	-14%	-44%[inhibitor]	nt	21%	nt	nt	0%	nt
CCS(=O)(=O)c1ccc2c(c1)N(S(C)(=O)=O)CC(C(=O)NCc1ccccc1OC)O2 (configuration not stated)	47%	i	-1%	-2%	4%	-2%	-4%	-7%
CN(C(=O)NC1CCCCC1)[C@H]1C[C@H]2c3[nH]c4ccccc4c3CCN2C(=O)[C@H]1CO	10%	-8%	0%	0%	15%	-8%	-3%	11%
CCOC(=O)c1c(C)n(C)c2c(C)cc(O)c(OC(C)=O)c12	-19%	i	11%	-12%	5%	-9%	-13%	7%
C=CCSc1nc2ccccc2[nH]1	46%	5%[57.5 µM]	-5%	-6%	7%	7%	-4%	-5%
O=C(NCc1cccc(Cl)c1)C1CCN(S(=O)(=O)c2ccc(F)cc2)CC1	19%	i	3%	17%	2%	-2%	4%	-26%
CC(Oc1ccccc1)C(=O)Nc1cccc(NC(=O)c2ccco2)c1 (configuration not stated)	-4%	i	-2%	?	16%	-7%	-18%	-27%
CCc1nc2c(OCc3ccc(C(=O)N(C)C)cc3)cccn2c1N(C)C(=O)c1ccc(C)cc1	11%	i	?	15%	6%	15%	4%	11%
CC(C)NC(=O)N(C)C[C@H]1Oc2ccc(NS(=O)(=O)c3cn(C)cn3)cc2C(=O)N([C@H](C)CO)C[C@@H]1C	0%	-31%[inhibitor]	-7%	1%	5%	-10%	-4%	-5%
NS(=O)(=O)c1ccc(Nc2ccc([N+](=O)[O-])c3nonc23)cc1	7%	-48%[inhibitor]	-26%	7%	1%	-2%	-4%	?
COC(=O)c1ccc(COC(=O)c2ccccc2OC)cc1	-1%	-9%	3%	28%	9%	2%	10%	-13%
CC(=O)c1cccc(NC(=S)NC(=O)c2ccccc2Br)c1	nt	-12%	-8%	19%	10%	2%	3%	-5%
COc1ccc(C2C=C(C)Nc3ncnn32)cc1 (configuration not stated)	-31%	-5%	-3%	1%	0%	7%	4%	-1%
COCCNC(=O)C(C)OC(=O)c1nsc(Cl)c1Cl (configuration not stated)	-3%	-6%	-1%	4%	0%	5%	0%	-6%
Cc1nnc2sc(SCc3ccc(Cl)cc3)nn2c1=O	nt	-22%	-3%	8%	2%	-1%	4%	-10%
CC(C)(C)OC(=O)C[C@@H]1C/C=C\C[C@H](CC(=O)N(CCO)Cc2ccccc2)C(=O)NCCOC1=O	5%	i	10%	10%	1%	-15%	2%	-17%
CCC(=O)Nc1cc(-c2nn(C)c(=O)c3ccccc23)ccc1OC	19%	-3%[57.5 µM]	6%	-4%	-3%	-3%	-5%	-1%
COc1ccc(N=C2NC(=O)/C(=C/c3ccco3)S2)cc1	18%	-2%	8%	20%	7%	10%	-1%	0%
Cc1nnc(N/N=C/c2ccc(Br)cc2)n1N	-20%	-7%	-3%	16%	2%	3%	-11%	15%
Further entries.
SMILES	FUS suppressor	PTHR1 agonist	EPAC2 antagonist	TDP43 rescue	EPAC2 agonist	EPAC1 agonist	aSyn yeast inh	EPAC1 antagonist
Cc1ccc(NCC(=O)N/N=C/c2c[nH]c3ccccc23)cc1	20%	i	-3%	-6%	7%	2%	-2%	-19%
CC(=O)c1cccc(CN2CCN(C3CCCCC3)C(CCO)C2)c1 (configuration not stated)	17%	i	2%	0%	-10%	-6%	2%	-8%
CC(=O)Oc1cc(C(C)C)c(OCCN(C)C)cc1C	-24%	12%	13%	-4%	5%	-10%	3%&-4%	-24%
CC(C)C(=O)N(Cc1ccc(F)cc1)Cc1nc2ccccc2c(=O)[nH]1	14%	-12%	-10%	-15%	1%	1%	3%	-19%
O=C(NCC1COc2ccccc2O1)c1ccc(Cl)c(S(=O)(=O)N2CCOCC2)c1 (configuration not stated)	11%	-88%[inhibitor]	2%	-9%	5%	3%	-1%	12%
COc1ccc(C(=O)O/N=C/c2c(C(F)(F)F)nn(C)c2SCc2ccccc2Cl)cc1	-10%	i	-11%	-1%	2%	5%	4%	1%
CCOC(=O)C(=CNc1cccnc1Oc1ccc(C)c2c1CCC2)C(=O)OCC	-4%	-14%	0%	-16%	12%	2%	1%	-8%
CC(=O)Nc1nnc(-c2ccco2)o1	-6%	-3%	4%	5%	7%	5%	-6%	-8%
O=C(Nc1cccc([N+](=O)[O-])c1)c1ccc(CSc2ccccc2)cc1	22%	-51%[inhibitor]	17%	-2%	1%	4%	-3%	1%
CCN1CCN(c2nnc(-c3ccc(C)cc3)c3ccccc23)CC1	8%	-1%	5%	-2%	0%	14%	-5%	8%
COC(=O)c1ccccc1NC(=O)N1CCN(c2ccccc2)CC1	27%	-23%	-14%	13%	11%	16%	-19%	-17%
Cc1cc(OC(C)C(=O)N2CCN(c3ccc(F)cc3)CC2)c2c(C)c(C)c(=O)oc2c1 (configuration not stated)	-10%	-39%[inhibitor]	-10%	0%	2%	-7%	-4%	0%
CCCCN(C(=O)c1ccc(N2C(=O)c3ccccc3C2=O)cc1)c1c(N)n(CC(C)C)c(=O)[nH]c1=O	18%	i	25%	1%	-7%	-17%	-5%	17%
COc1ccc(OC)c(CN2CCN(C(=O)c3cccc(S(=O)(=O)Nc4ccc(F)cc4)c3)CC2)c1	nt	-15%	-6%	14%	0%	2%	-10%	0%
O=C(O)c1ccc(NS(=O)(=O)c2ccc3c(c2)C2C=CCC2C(c2ccccc2F)N3)cc1 (configuration not stated)	?	i	4%	-9%	-2%	-4%	10%	?
O=C1CC(c2cccs2)Cc2nc(NC(=O)C3CC3)ncc21 (configuration not stated)	4%	-33%[inhibitor]	0%	15%	-1%	8%	-3%	-11%
CC1C(=O)C(C)C(c2ccc(O)cc2)NC1c1ccc(O)cc1 (configuration not stated)	9%	-1%	-3%	21%	2%	-3%	0%	6%
CCc1ccc(NC(=O)C2CCN(c3c(N4CCCC4)c(=O)c3=O)CC2)cc1	-11%	-24%	-2%	-19%	-4%	16%	-1%	2%
Cn1ccnc1C(O)c1ccco1 (configuration not stated)	-8%	-9%[57.5 µM]	-3%	-23%	11%	2%	-1%	7%
Cc1cc(C)n(-c2nc3ccccc3nc2Nc2ccc3[nH]c(=O)[nH]c3c2)n1	26%	-2%[57.5 µM]	8%	-5%	0%	3%	3%	25%
Cc1nnc(SCC(=O)NNC(=O)COc2ccc(Cl)cc2)n1C	-22%	i	3%	-9%	7%	15%	-4%	13%
O=C(NC1CC1)C1=C[C@@H](C2CC2)C[C@@H](OCc2ccc(CO)cc2)O1	-29%	i	-4%	9%	-4%	-4%	5%	7%
CCCOc1ccc(C(C)=O)cc1CC(C(=O)OCC)C(=O)OCC	33%	i	-3%	19%	2%	3%	4%	-1%
CCc1nc2ccc(C(=O)NC3CCN(Cc4ccccc4)CC3)cn2c1N(C)Cc1cc2ccccc2s1	3%	-12%	-13%	20%	7%	8%	0%	5%
O=C(c1cccs1)N1CCN(C(=O)c2ccco2)c2ccccc2C1	-15%	-15%[57.5 µM]	5%	15%	-11%	1%	5%	1%

Only EPAC1 agonist, for some of the entries so far:
compound,EPAC1 agonist
Cc1cc(C)n(-c2nc3ccccc3nc2Nc2ccc3[nH]c(=O)[nH]c3c2)n1,3%
Cc1nnc(SCC(=O)NNC(=O)COc2ccc(Cl)cc2)n1C,15%
O=C(NC1CC1)C1=C[C@@H](C2CC2)C[C@@H](OCc2ccc(CO)cc2)O1,-4%

Remaining list, next part:
SMILES	FUS suppressor	PTHR1 agonist	EPAC2 antagonist	TDP43 rescue	EPAC2 agonist	EPAC1 agonist	aSyn yeast inh	EPAC1 antagonist
O=c1c(-c2ccc(F)cc2)[n+]([O-])c2ccccc2n1OCc1ccccn1	-7%	i	-5%	-6%	-11%	9%	-7%	?
COc1ccccc1N1CCN(CCN(C(=O)C2CCCCC2)c2ccccn2)CC1	-17%&-14%	-67%&-69%[inhibitor]	-13%&-12%	15%&21%	3%&-4%	-17%&15%	3%&-1%&6%	2%&-1%
O=S(=O)(c1cccs1)N1CCN(c2ccccc2)CC1	4%	-4%	-19%	13%	14%	10%	2%	-4%
CCOC(=O)c1cc2c(=O)n3ccccc3nc2n(C(C)C)c1=NC(=O)c1c(-c2ccccc2Cl)noc1C	-22%	i	12%	7%	-3%	-5%	-7%	-4%
O=C(CN1CCN(Cc2ccccc2)CC1)Nc1ccc2c(c1)CCC2	17%	-8%	-10%	-18%	-2%	0%	0%	-4%
Cn1c(SCc2ccccn2)nnc1-c1ccncc1	14%	i	5%	-9%	3%	-3%	12%	16%
C=CCN1C(=O)C(CC(=O)Nc2ccc(C)cc2)SC1=Nc1c(C)n(C)n(-c2ccccc2)c1=O (configuration not stated)	23%	-34%[inhibitor]	6%	-24%	-17%	1%	6%	2%
COc1ccc(C2C3=C(COC3=O)Oc3cc4c(cc32)OCO4)cc1OC (configuration not stated)	nt	-21%	-4%	1%	6%	5%	11%&-2%	-24%
O=C(Oc1ccc(N(Cc2cccs2)C2=NS(=O)(=O)c3ccccc32)cc1)c1ccccc1Cl	4%	i	-5%	-4%	2%	13%	-6%	-14%
CC(C(=O)O)n1cc(C#N)c(=O)[nH]c1=O (configuration not stated)	-10%	-3%	2%	-8%	5%	0%	-1%	-11%
Brc1cc(Br)c(Oc2cc(Br)c(Br)cc2Br)cc1Br	-40%	-22%	-22%	18%	11%	-18%	-9%	25%
CN(CC(=O)Nc1ccc(OC(F)(F)F)cc1)C(=O)/C=C/c1cc2c(cc1[N+](=O)[O-])OCO2	7%	-31%[inhibitor]	-25%	24%	-5%	-1%	3%	-24%
